RORa activator – activators of orphan receptor RORA, primary screen, cell-based, luminescence. Nuclear receptor ROR-alpha (Homo sapiens), P35398. activation, % at 10 µM. CHO-K1 Gal4-RORA LBD luciferase reporter; percent increase over mock-subtracted basal signal. hit rate 1.5% among 65,000. AID 560, 2006;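 active means activation above the mean of all tested compounds plus 3 SD, cut at about 49% in these data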;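 further: 0% = DMSO-treated RORA cells and 100% = added signal equal to DMSO minus mock-transfected cells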
TNAP act mid DEA – human TNAP enzyme activators, primary screen, biochemical, luminescent, intermediate phosphate acceptor level. Alkaline phosphatase, tissue-nonspecific isozyme (Homo sapiens), P05186. purified TNAP, CDP-star luminescence, 100 mM DEA, 30 min; hits give high values; scale: 0 levamisole-inhibited, 1 vehicle-only enzyme. activation factor at 20 µM. 64,000 tested, under 10 active;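 active means activation factor of at least 2 at 20 µM, relative to controls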
D1 allo mod – D1 CRE-luciferase signal change, two-sided – cell-based, HEK293 D1, dopamine EC30, D1 allosteric modulator project, primary screen | B-score at 10 µM | D(1A) dopamine receptor (Homo sapiens), P21728 | dopamine EC30 potentiation; actives deviate in either direction | hit rate 5.9% among 58,000;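 active means luminescence count or its row- and column-corrected plate score outside the 99.7% band of the plate's sample wells, on either side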
Target sequence (P21728 whole entry, looked up): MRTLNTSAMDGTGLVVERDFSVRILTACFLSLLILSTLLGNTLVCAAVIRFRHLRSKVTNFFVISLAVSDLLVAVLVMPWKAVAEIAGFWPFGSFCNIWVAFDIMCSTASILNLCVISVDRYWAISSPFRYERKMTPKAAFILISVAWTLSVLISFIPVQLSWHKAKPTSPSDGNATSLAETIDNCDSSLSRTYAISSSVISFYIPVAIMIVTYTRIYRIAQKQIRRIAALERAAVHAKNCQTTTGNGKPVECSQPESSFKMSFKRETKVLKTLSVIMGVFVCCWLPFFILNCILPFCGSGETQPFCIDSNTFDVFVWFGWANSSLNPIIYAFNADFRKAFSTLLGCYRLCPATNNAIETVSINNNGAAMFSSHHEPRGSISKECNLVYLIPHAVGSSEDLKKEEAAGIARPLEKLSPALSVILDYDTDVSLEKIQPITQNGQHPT
Cdc25B block – inhibitors of Cdc25B phosphatase catalytic domain, primary screen, biochemical, OMFP fluorescence; recombinant Cdc25B, OMFP fluorescence Ex485/Em525; hit rate 0.1% among 65,000; M-phase inducer phosphatase 2 (Homo sapiens), P30305; AID 368, 2006; inhibition, %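 (compounds tested at 10 µM final in the well)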; in the data active means inhibition above about 50%
Target sequence (P30305 whole entry, looked up, the tested form may be a part): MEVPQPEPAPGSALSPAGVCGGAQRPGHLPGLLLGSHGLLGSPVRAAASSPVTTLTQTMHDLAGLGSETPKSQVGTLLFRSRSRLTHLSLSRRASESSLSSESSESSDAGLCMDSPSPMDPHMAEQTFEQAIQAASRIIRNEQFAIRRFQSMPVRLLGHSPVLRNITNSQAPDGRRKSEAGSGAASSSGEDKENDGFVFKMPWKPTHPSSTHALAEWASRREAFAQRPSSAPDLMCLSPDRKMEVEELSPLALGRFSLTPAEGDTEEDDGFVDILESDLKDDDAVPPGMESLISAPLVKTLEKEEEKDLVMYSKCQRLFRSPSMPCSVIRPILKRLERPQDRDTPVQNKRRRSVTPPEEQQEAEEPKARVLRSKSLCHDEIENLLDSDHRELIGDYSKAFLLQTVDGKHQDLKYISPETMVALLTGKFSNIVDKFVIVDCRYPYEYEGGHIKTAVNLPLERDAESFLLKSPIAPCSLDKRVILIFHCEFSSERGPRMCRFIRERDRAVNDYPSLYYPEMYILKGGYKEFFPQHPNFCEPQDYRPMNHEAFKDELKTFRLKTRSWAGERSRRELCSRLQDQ
Her2 expr inh – inhibitors of Her2 protein expression, primary screen, SKBR-3 cells, AlphaScreen, 66K library; SKBR-3 HER2 protein level, 18-24 h; hits give low values; HER2 level % of control, % at 10 µM; Receptor tyrosine-protein kinase erbB-2 (Homo sapiens), P04626; hit rate 0.69% among 65,000;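 active means HER2 level under 5% of the carrier-only control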;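 further: 100% = DMSO carrier and 0% = 500 nM PU-H71 HSP90 inhibitor; lower value means stronger loss of Her2 protein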
Hsp90 inh – tumor Hsp90 inhibitors, primary screen, cell lysate, fluorescence polarization, NCI-N417 lysate; Cy3B-geldanamycin FP displacement; inhibition, % at 30 µM; hit rate 0.35% among 64,000;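 active means inhibition above 50%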;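 further: 0% = tracer plus lysate wells and 100% = tracer alone without lysate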
FXIIa inh mix – human factor XIIa inhibitors, primary screen, biochemical, pooled compound mixtures, fluorogenic substrate | Coagulation factor XII (Homo sapiens), P00748 | purified FXIIa | inhibition, % at 5 µM | hit rate 0.2% among 62,000 | AID 684, 2007; in the data active means inhibition above about 20%, passing the limit was not always enough;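 further: 0% = enzyme without compound and 100% = no enzyme blank; some results filed as inactive read as strong as hits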
DUSP1 inh – MKP-1 phosphatase inhibitors, primary screen, biochemical, in vitro. Dual specificity protein phosphatase 1 (Homo sapiens), P28562. recombinant MKP-1, OMFP hydrolysis fluorescence. inhibition, %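 (compounds tested at a single concentration somewhere between 10 and 100 µM)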. hit rate 0.15% among 65,000. AID 374, 2006;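 active means inhibition above about 50%, limit read from the data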;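 further: 0% = DMSO max control wells and 100% = wells with enzyme stopped by NaOH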
SF1 activator – activators of human SF-1, primary screen, cell-based, CHO-K1, Gal4-SF-1 LBD, luciferase luminescence; Steroidogenic factor 1 (Homo sapiens), Q13285; CHO-K1 Gal4-SF-1 LBD luciferase reporter; % increase over DMSO SF-1-specific signal; activation, % at 10 µM; hit rate 1.9% among 65,000;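 active means activation above the mean activation of all tested compounds plus 3 SD, cut at about 50% in these data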
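material = CHO-K1 cells with Gal4–hSF-1 LBD chimera plus Gal4-driven luciferase | compound = 10 µM single point, 1% DMSO | incubation = 20 h compound exposure at 37 °C after 1 h cell settling | measured by = SteadyLite luciferase luminescence | evaluation = percent activation relative to DMSO median and mock-transfected background | control set = DMSO negative control and −SF1 background wells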
An asterisk follows results filed as active; nt = not tested or not shown.

SMILES	RORa activator	TNAP act mid DEA	D1 allo mod	Cdc25B block	Her2 expr inh	Hsp90 inh	FXIIa inh mix	DUSP1 inh	SF1 activator
Cc1ccc(NC(=O)CSc2n[nH]c(-c3ccncc3)n2)cc1	-3	0.9	-0.45	-2	108	-1	5	-5	-18
COCCCNC(=O)CCn1c(=O)c2ccccc2n(CC(=O)Nc2c(C)cccc2C)c1=O	-17	0.9	nt	-6	89	-2	7	7	3
CCCCSc1nnc([C@@H](NC(=O)OC(C)(C)C)C(C)C)o1	4	0.9	-0.57	-1	150	-1	2	30	-4
CCN1CCCC1CNC(=O)C(NC(=O)C1CCC(C)CC1)C(C)C (configuration not stated)	-21	1	0.88	-4	95	-2	32	-2	0
Cc1ccc(C(C)C)c(OCc2nnc3n2CCCCC3)c1	6	0.9	nt	-7	87	-1	5	0	-8
CCc1cc2ccccc2nc1SCC(=O)Nc1cc(C)on1	-12	0.9	0.041	-6	75	-3	-8	6	-13
CCN1C2=NCCCN2c2cc(C)c(C)cc21	-9	1	-1.7	8	99	1	11	1	9
CN(c1nc2ccccc2n2c(-c3ccco3)nnc12)S(=O)(=O)c1ccccc1	-2	1	1	3	82	-2	-18	8	-14
O=C1CCCc2nc(N3CCN(c4ccccc4)CC3)ncc21	20	1	-0.78	3	99	2	3	-5	4
C=CCN(CC=C)C(=O)C1CCC(C(=O)N(CC=C)CC=C)CC1 (configuration not stated)	15	1	-0.016	-6	112	2	3	-5	-17
CSc1nc2cc(Cl)ccc2s1	17	1	-0.44	0	116	3	3	-21	15
CCOC(=O)c1ccc(NC(=O)COC)cc1	29	0.9	-0.034	-7	105	-9	1	-6	18
COc1cc(NC(=O)CN2CCN(c3ccccc3F)CC2)cc(OC)c1	-10	1	0.46	-22	96	-2	2	-10	0
O=c1c2c3c(sc2n(CCN2CCOCC2)c(=O)n1Cc1ccco1)CCCCC3	-5	0.9	-0.17	-2	100	-6	0	8	-20
CCOC(=O)N1CCN(CCC(=O)Nc2cccc(Br)c2)CC1	14	0.8	-0.42	-5	101	0	1	-10	-4
O=C(c1ccccc1F)N1CCC(N2CCCCCC2)CC1	-3	1.1	0.19	1	135	-9	nt	-10	5
CC(=O)c1sc(NC(=O)C2COc3ccccc3O2)nc1C (configuration not stated)	10	0.9	-8.5*	-8	67	-2	3	-5	6
CCOc1cccc2c1OC1(C)CC2NC(=O)N1c1ccc(OC)cc1 (configuration not stated)	-9	0.9	-0.78	2	126	-5	-15	-17	16
CCOC(=O)c1ccc(N2C(=O)CC(NC3CCN(C(=O)c4ccc(F)cc4)CC3)C2=O)cc1 (configuration not stated)	-14	0.9	-0.87	-7	72	-2	-5	5	7
CN1C(=O)NC(c2ccccc2)C2=C1CN(c1cccc(C(F)(F)F)c1)C2=O (configuration not stated)	6	0.9	-0.27	8	134	-1	-1	-2	-5
COc1ccc(OC)c(CC(NC(C)=O)C(=O)NC2CCN(c3nc(C)cc(C)c3C#N)CC2)c1 (configuration not stated)	4	1	nt	-11	85	-5	5	11	-9
Cc1nc(NCC2CCCO2)[nH]c(=O)c1CCC(C)C (configuration not stated)	11	0.9	0.62	-13	106	0	9	17	-16
Cc1oc(-c2ccccc2F)nc1CN1CCC(C(=O)NCCC2=CCCCC2)CC1	-13	1	nt	-29	82	-3	-13	37	-5
O=C(CSCc1cnn(-c2ccccc2)c1-n1cccc1)NCc1ccc2c(c1)OCO2	-8	1	0.0022	-14	111	0	11	5	-2
Cc1cc(C)cc(NC(=O)CCn2ccnc2C)c1	11	1	-0.28	-11	93	-2	33	6	-8

Some values from the results shown:
For TNAP act mid DEA, COc1ccc(OC)c(CC(NC(C)=O)C(=O)NC2CCN(c3nc(C)cc(C)c3C#N)CC2)c1 (configuration not stated) reads 1
For FXIIa inh mix, Cc1ccc(NC(=O)CSc2n[nH]c(-c3ccncc3)n2)cc1 reads 5
For TNAP act mid DEA, CCOc1cccc2c1OC1(C)CC2NC(=O)N1c1ccc(OC)cc1 (configuration not stated) reads 0.9

Additional compounds:
SMILES	RORa activator	TNAP act mid DEA	D1 allo mod	Cdc25B block	Her2 expr inh	Hsp90 inh	FXIIa inh mix	DUSP1 inh	SF1 activator
CN(C)S(=O)(=O)c1cccc(COC(=O)C2=COCCO2)c1	-8	0.9	-1.4	-4	94	-1	21*	-5	-1
CC(C)CNC(=O)c1noc2c1CCCC2	1	0.9	0.85	-10	97	-2	3	-3	-1
CCc1nnc(NC(=O)Cc2ccc(OCc3c(C)noc3C)cc2)s1	-35	0.9	0.3	-20	102	-2	-1	21	8
CCS(=O)(=O)N1CCN(C(=O)c2cc(OC)cc(OC)c2)CC1	-14	0.9	-0.014	-3	108	0	-3	-15	-3
CC(=O)N1c2c(cc(Br)cc2S(=O)(=O)N2CCN(c3ccccn3)CC2)CC1C (configuration not stated)	7	0.8	2.3	-13	108	0	9	13	-4
O=C(O)c1cc(S(=O)(=O)NCC2CCCO2)ccc1Cl (configuration not stated)	-11	1	0.14	-12	119	-2	5	34	9
Cc1c(Cl)cccc1NC(=O)CSc1nnc(C)n1-c1ccccc1	-2	0.9	0.39	-3	103	-3	-4	-37	-6
COCCCNc1nc2c([nH]1)c(=O)[nH]c(=O)n2C	0	1	0.48	-15	132	2	1	3	6
O=C1OC(Nc2ccc(Br)cn2)c2ccccc21 (configuration not stated)	4	0.9	-0.69	29	153	-4	nt	-21	-3
Cc1cccc(C)c1NC(=O)C(c1ccccc1)N1CCC2(CC1)OCCO2 (configuration not stated)	-5	1	-1.1	-6	83	0	3	-10	3
CN(C(=O)C1CCOC1)c1nnc(C2CCOC2)s1 (configuration not stated)	-14	0.9	0.094	-16	116	0	3	-7	-6
CN1CCN(C(=O)C2CCCCC2C(=O)O)CC1 (configuration not stated)	3	1	0.19	13	84	-2	-15	6	5
O=C1C2CC=C(Cl)CC2C(=O)N1c1ncn[nH]1 (configuration not stated)	-23	1.2	-0.79	2	78	-1	5	3	-3
Cc1nonc1NC(=O)Nc1cccnc1	8	0.9	nt	2	92	-3	-1	7	13
O=S(=O)(Nc1nc2ccccc2nc1NCCO)c1cccc(Cl)c1	-6	0.9	0.33	-7	73	-3	-17	23	-7
Cc1cc(C)nc(SCCCn2c(=O)[nH]c3ccccc32)n1	-4	1	1.6	-4	43	-2	3	6	-2
CC1(C)CC(=O)c2c(nc3ccccc3c2N)C1	-41	1	0.065	4	97	-2	3	-11	5
Cn1nnnc1SCc1cc(=O)n2ccsc2n1	1	1	-0.14	-10	152	-4	-4	2	13
CC(C)(C)NC(=O)Cn1nnc(-c2ccccc2Cl)n1	66*	0.9	-0.22	-6	76	-2	-5	8	50*
Cc1ccc(C(c2sc3ncnn3c2O)N2CC(C)CC(C)C2)cc1 (configuration not stated)	12	0.9	1.8	-13	61	-2	2	1	1
COc1ccc(OC)c2sc(NC(=O)C3=COCCO3)nc12	15	0.9	0.27	-28	66	-1	4	-4	14
Cc1cn(C2C=CC(CO)O2)c(=O)[nH]c1=O (configuration not stated)	10	nt	-0.43	-9	120	-3	nt	2	-1
CCN1C(=O)C(O)(C2COC(C)(C)CC2=O)c2cc(Br)ccc21 (configuration not stated)	11	0.8	-1.2	-12	72	-6	2	-2	14
N#Cc1ccccc1-n1c(N)c(C(=O)N2CCCC2)sc1=S	3	1.1	-0.052	-9	86	-1	8	0	-13
NC(=O)NC(=O)COC(=O)CCCc1c[nH]c2ccccc12	-10	0.9	0.7	-2	109	-3	10	29	-3

(more compounds)
SMILES	RORa activator	TNAP act mid DEA	D1 allo mod	Cdc25B block	Her2 expr inh	Hsp90 inh	FXIIa inh mix	DUSP1 inh	SF1 activator
CCOC(=O)c1[nH]c(C(=O)O)c(CCN(CC)CC)c1C	nt	nt	nt	5	89	-5	nt	14	nt
COc1ccc(S(=O)(=O)N(C)CC(=O)O)c2ccccc12	1	1	-0.23	2	83	-11	-5	1	-2
NC(=O)C1(N2CCCCC2)CCN(CC(=O)Nc2cc(Cl)ccc2Cl)CC1	14	0.8	-0.15	-1	84	-16	5	8	-14
COc1ccccc1N1CCN(c2ncnc3nc[nH]c23)CC1	-17	1.1	1.5	-9	96	12	2	-6	0
CC(=O)Nc1ccc(C2(O)COc3ccccc3O2)cc1 (configuration not stated)	-4	0.9	0.89	45	121	nt	14	20	23
Cc1ccc(N2C(=O)c3ccc(N)cc3C2=O)cc1	55*	1	-3	-5	73	-4	4	-10	47
O=C(Nc1cccnc1)c1cn(-c2ccccc2)nc1-c1cccs1	29	0.8	nt	-12	80	-3	6	8	14
O=C(c1cc(Cl)ccc1Cl)N1CCN(c2ccccn2)CC1	-6	0.8	-0.086	-14	135	1	2	-2	0
COc1cccc(C2CC(C(F)(F)F)n3ncc(C(=O)O)c3N2)c1 (configuration not stated)	-6	1	-0.61	-12	85	-1	5	8	12
Cc1cc(C)n(CC(O)COc2cccc(OCC(O)Cn3nc(C)cc3C)c2)n1 (configuration not stated)	6	0.9	-0.76	-16	118	-3	-17	15	3
O=C(NC(Cc1ccccc1)C(=O)O)c1ccc(S(=O)(=O)N2CCCC2)cc1 (configuration not stated)	-11	0.9	-0.13	-8	98	-5	10	8	-7
CCN1CCc2nc(NC(=O)Cc3ccc4c(c3)OCCO4)sc2C1	13	1	0.054	-6	64	nt	4	26	1
O=C(CN1C2=NCCN2c2ccccc21)C12CC3CC(CC(C3)C1)C2	0	0.9	-1.4	-8	103	-4	-2	-20	-2
COc1ccccc1N1CCN(C(=O)CSc2nc(-c3ccccc3)cc(=O)[nH]2)CC1	2	0.9	-0.48	-1	117	-3	11	22	-18
Cc1nc2ccc(S(=O)(=O)Nc3ccccc3C)cc2s1	42	0.9	-0.87	-14	103	-8	5	-3	9
Cn1c(SCC(=O)c2ccccc2)nnc1C1CC1	-9	1	-0.12	-27	75	-3	-12	-9	15
COCCCNS(=O)(=O)c1ccc2c(c1)OCCO2	6	1	1.5	-15	105	-2	-2	4	-1
COc1cc(-c2nnc3sc(-c4cccnc4)nn23)cc(OC)c1OC	-15	0.9	1.5	4	91	6	5	-10	-18
O=C(Oc1cccc(N2C(=O)CCC2=O)c1)C1CC(=O)N(c2ccc(F)cc2)C1 (configuration not stated)	-17	1	0.79	-15	nt	-1	-3	1	-2
COc1cccc(Cn2nnc(C(=O)Nc3cc(C)ccc3OC)c2N)c1	-4	1	1.4	-8	96	-5	4	9	17
Cc1cccc(-c2nc(CSCC(=O)N3CCN(c4ccccn4)CC3)c(C)o2)c1	2	nt	-1.3	-15	91	1	nt	24	-17
CCCCN(CC)C(=O)Cc1c(C(=O)O)[nH]c2ccc(Cl)cc12	-10	0.9	0.15	-2	94	-2	0	6	-8

Full records, quoted from the list.
`Cc1cc(C)n(CC(O)COc2cccc(OCC(O)Cn3nc(C)cc3C)c2)n1` (configuration not stated) reads RORa activator: 6; TNAP act mid DEA: 0.9; D1 allo mod: -0.76; Cdc25B block: -16; Her2 expr inh: 118; Hsp90 inh: -3; FXIIa inh mix: -17; DUSP1 inh: 15; SF1 activator: 3
`Cn1c(SCC(=O)c2ccccc2)nnc1C1CC1` reads RORa activator: -9; TNAP act mid DEA: 1; D1 allo mod: -0.12; Cdc25B block: -27; Her2 expr inh: 75; Hsp90 inh: -3; FXIIa inh mix: -12; DUSP1 inh: -9; SF1 activator: 15

Bioassay records from PubChem.
